Screening data deposited in PubChem BioAssay by several laboratories.
CIT2-GFP yeast: yeast TOR pathway CIT2-GFP modulation; 320,000 compounds, 0.065% hits; S. cerevisiae CIT2-GFP strain, flow cytometry, 3 h; 100 means same as DMSO wells; GFP response vs DMSO, % at 10 µM;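 active means GFP response relative to DMSO above a set limit, near the screen mean plus 3 SD, cut at about 150% in these data; inconclusive means Fewer than 70 cells measured for a yeast strain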;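 further: ratio of well median GFP fluorescence to mean of DMSO wells on the plate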
VLA-4 inh: inhibition in a human VLA-4 binding assay | P13612 | VLA-4 expressing cells, ligand binding flow cytometry | inhibition, % (about 7 µM as worked out from the volumes in the protocol) | 330,000 compounds, 0.2% hits | AID 2557; in the data active means inhibition above about 50%
Target sequence (P13612 whole entry, looked up): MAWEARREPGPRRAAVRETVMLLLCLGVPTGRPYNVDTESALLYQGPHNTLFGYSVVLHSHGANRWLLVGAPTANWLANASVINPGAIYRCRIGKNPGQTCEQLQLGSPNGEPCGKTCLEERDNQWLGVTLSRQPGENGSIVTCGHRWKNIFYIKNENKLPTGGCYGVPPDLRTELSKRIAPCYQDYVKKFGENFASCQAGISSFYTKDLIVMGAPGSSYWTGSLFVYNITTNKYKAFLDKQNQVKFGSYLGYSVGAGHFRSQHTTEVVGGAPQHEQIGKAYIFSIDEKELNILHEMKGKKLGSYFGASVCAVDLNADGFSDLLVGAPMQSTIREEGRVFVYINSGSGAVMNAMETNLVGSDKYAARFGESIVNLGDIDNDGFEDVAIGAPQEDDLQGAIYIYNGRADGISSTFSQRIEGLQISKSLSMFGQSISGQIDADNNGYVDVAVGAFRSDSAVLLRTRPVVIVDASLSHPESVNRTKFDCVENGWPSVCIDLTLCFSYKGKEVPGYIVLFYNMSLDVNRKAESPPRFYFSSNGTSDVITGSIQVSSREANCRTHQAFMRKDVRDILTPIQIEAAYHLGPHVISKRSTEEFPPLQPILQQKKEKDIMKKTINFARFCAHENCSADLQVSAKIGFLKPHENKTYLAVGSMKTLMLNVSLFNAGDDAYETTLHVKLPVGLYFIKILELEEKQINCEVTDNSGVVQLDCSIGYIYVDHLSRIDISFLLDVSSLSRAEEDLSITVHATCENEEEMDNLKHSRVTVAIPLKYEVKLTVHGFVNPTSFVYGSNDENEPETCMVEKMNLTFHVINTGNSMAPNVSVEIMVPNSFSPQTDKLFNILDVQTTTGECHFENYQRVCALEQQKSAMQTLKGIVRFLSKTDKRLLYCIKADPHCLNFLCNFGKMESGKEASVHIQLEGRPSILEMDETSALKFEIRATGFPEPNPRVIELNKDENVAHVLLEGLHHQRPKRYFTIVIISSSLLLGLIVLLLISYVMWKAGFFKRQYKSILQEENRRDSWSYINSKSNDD
Bcl-xL primary: Bcl-xL (human) inhibition | Q07817 | inhibition, % at 10.9 µM | 320,000 compounds, 0.7% hits | GST-Bcl-xL / FITC-Bim BH3 peptide fluorescence polarization | AID 2129;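 active means inhibition above the mean of all tested compounds plus 3 SD, cutoff set per campaign, cut at about 30% in these data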;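 further: 0% = DMSO wells and 100% = unlabeled Bim-BH3 peptide competitor; inhibitors lower millipolarization by displacing the labeled peptide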
MCL1-BIM inh: inhibitors of human MCL1 binding to BIM-BH3 peptide. Q07820. GST-MCL1 / FITC-Bim-BH3 fluorescence polarization. inhibition, % at 10.9 µM. 320,000 compounds, 0.68% hits. AID 2057;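 active means inhibition above the mean inhibition of all tested compounds plus 3 SD, set per campaign, cut at about 40% in these data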;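 further: 0% = DMSO wells and 100% = unlabeled Bim-BH3 peptide control; higher means more loss of mP so more displacement of Bim peptide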
MEX-5 binding: C. elegans MEX-5 TCR-2 RNA binding activity; Q9XUB2; MEX-5/FITC-TCR2 RNA binding, fluorescence polarization; hits give low values; activity score (negative = inhibition of binding), % at 10 µM; 300,000 compounds, 0.38% hits; AID 1832;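 active means inhibition past about -25% in most replicates, and total fluorescence under double the plate's negative control median, limit read from the data; inconclusive means replicates evenly split on the limit, or fluorescence at least double controls; inactive means too little inhibition in most replicates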;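 further: 0% = DMSO and -100% = 5 µM competing unlabeled TCR2 RNA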
GLD-1 RNA inh: GLD-1-TGE RNA interaction inhibition (C. elegans); purified GLD-1 + fluorescein TGE RNA, fluorescence polarization; Q17339; 320,000 compounds, 0.44% hits; inhibition, % at 5.96 µM;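 active means percent inhibition above a per-plate cutoff, the plate mean of test compounds plus 3 SD, cut at about 30% in these data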;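 further: 0% = DMSO wells with GLD-1 and probe and 100% = wells lacking GLD-1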
AGP1 TOR yeast: yeast TOR pathway AGP1-GFP modulation; S. cerevisiae AGP1-GFP multiplex flow cytometry, 3 h; GFP as percent of DMSO wells; GFP response vs DMSO, % at 10 µM; 320,000 compounds, 0.02% hits;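 active means GFP response relative to DMSO above a set limit, near screen average plus 3 SD, cut at about 150% in these data; inconclusive means fewer than 70 cells counted for the yeast strain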;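 further: median GFP channel fluorescence of the gated AGP1 strain per well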
Fam108B inh: counter-screen for RBBP9 inhibitors: inhibitors of mouse Fam108B. recombinant Fam108B, FP-Rh probe fluorescence polarization. inhibition, % at 9.51 µM. 300,000 compounds, 0.33% hits;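 active means inhibition above the screen mean inhibition plus 3 SD, computed separately per campaign, cut at about 18% in these data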;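 further: inhibitors lower polarization as less probe binds the enzyme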
GRK2 inh: inhibitors of human GRK2 displacing RNA aptamer; 330,000 compounds, 0.59% hits; AID 488847; bead flow cytometry, FAM-aptamer displacement from GRK2; P25098; inhibition of aptamer binding, % at 10 µM;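 active means inhibition of aptamer binding above 40%, roughly 3 SD of noise, on plates passing a quality check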;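 further: median bead fluorescence of bound FAM aptamer so fluorescent compounds give negative values; no value below 0 was filed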
The depositor's hits bear a star; ? = inconclusive; nt = no result given; [ ] = remark or other dose.

SMILES	CIT2-GFP yeast	VLA-4 inh	Bcl-xL primary	MCL1-BIM inh	MEX-5 binding	GLD-1 RNA inh	AGP1 TOR yeast	Fam108B inh	GRK2 inh
COC(=O)c1ccc(S(=O)(=O)NCc2ccccn2)n1C	106	-3	4	5	0.0	5	117	-1	3
Cc1cc(C(=O)OCC(=O)c2ccc(Cl)c([N+](=O)[O-])c2)c2cccc(C)c2n1	100	16	2	9	-0.7	-2	92	-6	0
O=C(O)Cn1cc(/C=C/[N+](=O)[O-])c2ccccc21	105	7	7	6	-2.5	-3	106	-2	5
CCCc1nc(SCC(=O)Nc2cc(C)on2)c2c(=O)n(C)c(=O)n(C)c2n1	96	8	1	1	1.6	5	99	3	0
CCCn1nnnc1NC(=O)COc1ccc(Cl)cc1C	102	4	2	6	-0.5	3	98	-2	0
CNC(=S)N(Cc1ccccc1)Cc1cccnc1	97	4	6	13	2.1	4	103	1	11
COc1ccc(NC(=O)c2cc(CN3C(=O)c4ccccc4C3=O)ccc2OC)cn1	100	6	20	9	2.0	23	100	-4	0
Fc1ccccc1Cn1nnc2c(NCCc3ccccn3)ncnc21	106	0	1	7	-1.5	11	106	3	0
CC(=O)c1ccc2c3c(cccc13)C(=O)N(c1c(C)nn(C)c1C)C2=O	111	0	11	-19	nt	8	105	7	0
NC(=O)C1CCN(S(=O)(=O)c2cccc(S(=O)(=O)N3CCCCC3)c2)CC1	88	-2	4	8	2.1	10	97	6	3
CCOC(=O)c1ccc2[nH]c3ccccc3c2c1	94	0	3	-1	-1.5	11	81	-3	0
CCOc1ccc2c(c1)-c1c(ssc1=S)C(C)(C)N2C(=O)c1ccco1	92	9	4	4	0.8	2	94	3	5
C=CCN(C(=O)Nc1ccccc1)C1CC(=O)N(c2ccc(OC)cc2)C1=O (stereo unspecified)	101	27	4	4	1.0	3	97	-1	0
O=C(N/N=C/c1ccc2cccnc2c1)c1ccco1	93	1	12	15	-0.4	-5	110	0	2
O=C(Nc1cccnc1)c1cc(-c2ccco2)on1	104	18	12	9	-0.5	9	104	2	0
Cc1nc2nc(CSc3ccc(Cl)cc3)cc(=O)n2[nH]1	105	2	-4	-3	-0.8	-19	96	-3	0
O=C(NCCCN1CCCC1=O)NC1CCCCC1	95	-1	1	0	-4.7	-8	103	10	2
O=C(NC1CCN(C(=S)NCc2ccco2)CC1)C12CC3CC(CC(C3)C1)C2	113	-3	2	2	0.1	-2	112	0	1
CC(C(=O)Nc1ccccc1)N(C)CCOc1ccccc1 (stereo unspecified)	?	-49	6	7	1.8	4	61[may fluoresce violet]	-1	0
Cc1cccc(OCC(=O)Nc2nc3ccc([N+](=O)[O-])cc3s2)c1C	91	-3	0	-4	0.4	4	97	-3	0
CCCc1cc(N2CCCC(C(=O)Nc3cc(Cl)ccc3OC)C2)n2ncnc2n1 (stereo unspecified)	102	-16	2	-3	nt	-1	105	0	0
CCOc1ccc(C(=O)NC2CCN(C(=O)Nc3ccccc3OC)CC2)cc1	nt	3	1	5	-4.4	0	101	1	3
Cc1ccc2occ(C(=O)c3ccco3)c(=O)c2c1	97	6	2	2	0.6	6	96	2	3
O=C(N/N=C\c1ccc(Oc2ccccc2)cc1)c1csnn1	94	4	14	13	-3.3	4	93	-3	0
CC1CCN(S(=O)(=O)c2ccc3c(c2)oc(=O)n3CC(=O)N2CCc3ccccc3C2)CC1	110	27	8	8	0.3	2	109	0	5
COc1cccc(Cn2cccc(NC(=O)Nc3cccc(C#N)c3)c2=O)c1	110	17	-5	-5	3.6	-1	99	3	3
COc1ccccc1N1C(=O)C2C3C=CC(C3)C2(C)C1=O (stereo unspecified)	95	-1	7	2	-2.9	7	96	-6	2
Cc1ccc(C(=O)NCC(c2ccc(F)cc2)N2CCOCC2)cc1 (stereo unspecified)	111	3	-5	-15	-1.5	8	102	-3	1
CCC(C(=O)OCc1csc(CC(=O)Nc2ccccc2C)n1)c1ccccc1 (stereo unspecified)	80	3	-5	-8	nt	0	91	nt	0
Cc1cccc(-n2cc(-c3ccccc3)c3c(N4CCOCC4)ncnc32)c1	80	-1	-3	-6	-2.3	1	86	-3	0
CCOC(=O)c1oc2cccc(OCC(O)CNC(C)C)c2c1C (stereo unspecified)	100	22	3	5	-0.8	-2	100	1	1
COc1cccc(C(=O)OC(C)C(=O)Nc2ccc3c(c2)OCO3)c1 (stereo unspecified)	93	-4	4	1	nt	-2	97	nt	3
COc1cc(OC)cc(C(=O)NCC(=O)OCC(=O)Nc2ccc3c(c2)OCO3)c1	98	-3	5	3	nt	3	104	-1	0
O=C(Nc1ccncc1)c1ccc(S(=O)(=O)Nc2ccccc2)cc1	96	6	-2	7	2.7	-7	96	-6	2
O=C(CN1CCCCC1)Nc1nnc(-c2ccccc2)s1	96	33	1	10	1.3	4	98	1	3
O=C(NC(=S)N1CCN(c2ccc(O)cc2)CC1)c1cccs1	104	16	3	2	6.7	0	105	0	3
CC(=O)Nc1ccc(NC(=O)C(C)OC(=O)CC23CC4CC(CC(Br)(C4)C2)C3)cc1 (stereo unspecified)	109	12	nt	nt	nt	1	100	nt	1
CSC1=NC2(CCCCC2)CC12C=CC(=O)C=C2	86	-3	-2	5	2.5	0	92	-1	0
O=C(NC(=S)Nc1cccc2c(O)cccc12)c1ccco1	98	-9	26	38	-2.4	19	88	6	3
C=CCN(C(=O)c1csnn1)C(C(=O)NCc1ccc(F)cc1)c1sccc1C (stereo unspecified)	101	-10	4	15	-0.6	-2	98	7	0

The last 2 records of the part above come first, to join the parts:
SMILES	CIT2-GFP yeast	VLA-4 inh	Bcl-xL primary	MCL1-BIM inh	MEX-5 binding	GLD-1 RNA inh	AGP1 TOR yeast	Fam108B inh	GRK2 inh
O=C(NC(=S)Nc1cccc2c(O)cccc12)c1ccco1	98	-9	26	38	-2.4	19	88	6	3
C=CCN(C(=O)c1csnn1)C(C(=O)NCc1ccc(F)cc1)c1sccc1C (stereo unspecified)	101	-10	4	15	-0.6	-2	98	7	0
Fc1ccccc1/C=N/n1cc(-c2ccccc2)[nH]c1=S	82	-2	7	-7	-2.1	3	96	1	0
CCOC(=O)/C=c1\s/c(=C\c2ccc(C#N)cc2)c(=O)n1CC(=O)Nc1cccc(C)c1C	98	7	-1	-6	-0.9	7	93	-6	0
CCn1nc(NC(=O)C2CCCO2)c2cc3cc(C)ccc3nc21 (stereo unspecified)	93	4	9	8	0.2	5	103	1	1
CC(C)C1N(C(=O)CN2CCCC2)CCN1S(=O)(=O)c1ccccc1 (stereo unspecified)	111	4	3	1	2.7	8	95	-4	0
CCOC(=O)c1nnc(-c2ccccc2)nc1NC	90	24	4	4	-0.1	3	92	-2	0
O=C(O)c1cn(C2CC2)c2cc(N3CCN(S(=O)(=O)c4ccc5c(c4)OCCO5)CC3)c(F)cc2c1=O	91	2	0	4	1.1	1	92	-7	0
COc1cccc(NC(=O)c2cc(-c3ccc(C)o3)nc3ccccc23)c1	111	-4	-1	0	0.2	-8	96	-4	6
Nc1ncncc1-c1ccc2ccccc2c1	94	6	-3	1	-1.3	-5	100	-1	0
O=c1c2c(-c3cccs3)csc2ncn1/N=C/c1ccc(OC(F)F)cc1	100	-5	3	-2	3.0	9	94	-8	2
CC(=O)N1CCN(S(=O)(=O)c2ccc(F)c(Cl)c2)CC1	123	2	3	-3	1.0	1	114	-2	0
O=C(NCc1ccccc1)C(c1ccccc1F)N(CC1CCCO1)C(=O)c1ccccn1 (stereo unspecified)	99	0	4	8	0.9	-4	98	1	2
COc1cc(O)c(C(CCN2CCN(c3ccccc3)CC2)c2cc(OC)c(OC)c(OC)c2)c(OC)c1 (stereo unspecified)	nt	nt	0	1	0.1	-1	nt	-1	nt
CC(C)(C)c1ccc(CN2C(=O)c3ccccc3S2(=O)=O)cc1	88	2	2	-7	-1.9	3	99	-4	0
O=C(/C=C\Nc1cccc(F)c1)c1ccc2c(c1)OCO2	96	-7	0	-3	1.7	1	89	2	0
CCOC(=O)[C@H]1[C@H]2COc3ccc(Cl)cc3[C@@H]2N2C(=O)CN(Cc3ccc(OC)cc3)C(=O)[C@@]12C	95	1	0	6	nt	-4	94	nt	0
CC(=O)N/C(=N/c1nc(C)cc(C)n1)Nc1cccc(C)c1C	97	9	2	5	2.2	1	104	-4	17
O=C(CN1c2ccccc2Sc2ccccc21)NNC(=O)Nc1cccc(Cl)c1	101	15	6	2	-0.4	6	105	0	2
CCn1nc(C)c(CN2CCN(Cc3ccc(OC)c(C)c3C)C(CCO)C2)c1C (stereo unspecified)	100	3	-1	7	0.5	-3	102	0	2
Cc1c(C(=O)Nc2ccc(S(N)(=O)=O)cc2)oc2ccc(Cl)cc12	103	15	3	-1	0.8	-5	100	-3	0
CCOc1ccc(Oc2ccc(Cl)cc2NC(=O)CCNC(C)=O)cc1	95	4	5	2	-0.8	-1	103	3	0
COc1ccc(CC(=O)NCC2CCCN(Cc3ccccc3OC)C2)cc1 (stereo unspecified)	104	3	0	3	-0.7	-1	100	-4	0
CC(C)N1C(=O)CCC1C(=O)NC1CCCC1 (stereo unspecified)	105	0	-2	3	0.6	4	101	-5	3
Cc1cc(C(=O)NC2CCCc3ccccc32)ccc1[N+](=O)[O-] (stereo unspecified)	104	5	1	-6	1.5	4	98	1	1
COC(=O)C1=C(C)N(CCc2ccc(OC)c(OC)c2)C(=O)C1	112	-4	10	5	1.4	4	89	2	0
Cc1cc(C)cc(N(C)S(=O)(=O)c2nnc(NC(=O)C(C)C)s2)c1	106	12	nt	nt	-2.1	nt	98	nt	1
CCC(=O)Nc1cc(SCCO)cc([N+](=O)[O-])c1	92	-41	-2	-1	-1.0	-7	98	-1	0
COc1ccc(C2(C)NC(=O)N(CC(=O)Nc3ccc4c(c3)CCC4)C2=O)cc1OC (stereo unspecified)	99	1	6	9	nt	2	97	nt	3
c1ccc2nc(N3CCOCC3)cnc2c1	84	10	3	3	0.6	9	87	-1	0
C/C(=N\NC(=O)c1ccc(Cl)cc1)c1cccc(NC(=O)C(C)C)c1	100	4	2	2	-2.6	6	108	1	0
N=c1c2c(n(Cc3ccc(F)cc3)c3c1CCC3)CCC2	105	8	3	5	0.1	-3	106	2	3
CCNC(=O)/C(C#N)=C/c1c(N2CCOCC2)nc2ccccn2c1=O	103	-7	11	14	0.1	0	99	6	0
CCS(=O)(=O)C1=NN2C(=N)/C(=C\c3ccc(OC(=O)c4ccco4)c(Br)c3)C(=O)N=C2S1	111	-1	-11	-7	-3.8	0	114	0	2
CNc1oc(Cc2cccc3ccccc23)nc1C#N	95	13	-5	-6	0.7	-2	95	-3	1
CCOc1ccc(C(=O)CC(=O)C(=O)NCCc2ccc(OC)c(OC)c2)cc1	108	13	-5	-1	-0.8	-17	101	-1	4
O=C(COc1ccccc1[N+](=O)[O-])N1CCN(c2ccccn2)CC1	105	-5	1	0	-0.5	5	105	0	0
CN1CCN(c2nc(-c3ccccc3)nc3c2oc2ccccc23)CC1	107	7	1	1	0.6	1	85	0	2
Cc1nc(C)c(NC(=O)N2CCc3ccccc32)cc1NC(=O)N1CCc2ccccc21	102	-2	9	4	1.5	-3	102	4	6
